Screens as filed in PubChem BioAssay.
VLA-4 inh: inhibition in a human VLA-4 binding assay | VLA-4 expressing cells, ligand binding flow cytometry | inhibition, % (about 7 µM as worked out from the volumes in the protocol) | 330,000 tested, 0.2% active | P13612; in the data active means inhibition above about 50%
GLD-1 TGE inh: GLD-1-TGE RNA interaction inhibition (C. elegans). 320,000 tested, 0.44% active. purified GLD-1 + fluorescein TGE RNA, fluorescence polarization. Q17339. AID 2280. inhibition, % at 5.96 µM;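 active means percent inhibition above a per-plate cutoff, the plate mean of test compounds plus 3 SD, cut at about 30% in these data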;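 further: 0% = DMSO wells with GLD-1 and probe and 100% = wells lacking GLD-1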
Fam108B counter: Fam108B inhibition, counter-screen for RBBP9 inhibitors. recombinant Fam108B, FP-Rh probe fluorescence polarization. inhibition, % at 9.51 µM. AID 1947. 300,000 tested, 0.33% active;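 active means inhibition above the screen mean inhibition plus 3 SD, computed separately per campaign, cut at about 18% in these data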;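 further: inhibitors lower polarization as less probe binds the enzyme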
GRK2 aptamer HTS: inhibitors of human GRK2 displacing RNA aptamer | P25098 | bead flow cytometry, FAM-aptamer displacement from GRK2 | AID 488847 | 330,000 tested, 0.59% active | inhibition of aptamer binding, % at 10 µM;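 active means inhibition of aptamer binding above 40%, roughly 3 SD of noise, on plates passing a quality check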;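 further: median bead fluorescence of bound FAM aptamer so fluorescent compounds give negative values; no value below 0 was filed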
Efflux pump mplx: inhibitors of Candida antifungal efflux pumps expressed in yeast. S. cerevisiae Candida pump triplex, Nile Red efflux. inhibition, % at 10 µM. 330,000 tested, 0.44% active. AID 485275;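 active means plate passing quality check with inhibition over a set limit, or well fluorescence over plate mean plus 4 SD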;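 further: Nile Red retained in pooled yeast measured as flow cytometry median fluorescence; 0% = buffer negative control and 100% = Enniatin B positive control; higher means more Nile Red kept so more efflux inhibition; some compounds called inactive have numbers as strong as hits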
MEX-5 binding: C. elegans MEX-5 TCR-2 RNA binding activity; MEX-5/FITC-TCR2 RNA binding, fluorescence polarization; active compounds read low; activity score (negative = inhibition of binding), % at 10 µM; 300,000 tested, 0.38% active; AID 1832;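 active means inhibition past about -25% in most replicates, and total fluorescence under double the plate's negative control median, limit read from the data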;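 further: 0% = DMSO and -100% = 5 µM competing unlabeled TCR2 RNA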
PME-1 primary: blocks human protein phosphatase methylesterase 1 | inhibition, % at 5.9 µM | Q9Y570 | 320,000 tested, 0.53% active | recombinant PME-1, FP-Rh probe fluorescence polarization | AID 2130;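 active means inhibition above the campaign mean of all compounds plus 3 SD, cut at about 26% in these data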;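 further: competitive labeling of PME-1 active site by serine hydrolase directed probe; 0% = PME-1 with DMSO and 100% = wells lacking PME-1 enzyme; inhibitors block probe labeling so polarization falls and inhibition rises; many of its hits are not listed in these tables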
BCLXL inh: blocks human Bcl-xL binding to Bim BH3 peptide; inhibition, % at 10.9 µM; 320,000 tested, 0.7% active; Q07817; GST-Bcl-xL / FITC-Bim BH3 peptide fluorescence polarization;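 active means inhibition above the mean of all tested compounds plus 3 SD, cutoff set per campaign, cut at about 30% in these data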;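 further: 0% = DMSO wells and 100% = unlabeled Bim-BH3 peptide competitor; inhibitors lower millipolarization by displacing the labeled peptide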
Target sequence (Q07817 whole entry, looked up): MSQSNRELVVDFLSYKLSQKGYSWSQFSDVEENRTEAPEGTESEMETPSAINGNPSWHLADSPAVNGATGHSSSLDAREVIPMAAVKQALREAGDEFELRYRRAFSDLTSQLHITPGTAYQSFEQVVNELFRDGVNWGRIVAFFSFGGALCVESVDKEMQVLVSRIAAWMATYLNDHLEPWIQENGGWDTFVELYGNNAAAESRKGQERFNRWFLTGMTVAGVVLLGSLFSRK
MCL1-BIM inh: MCL1-BIM-BH3 interaction inhibition (human); 320,000 tested, 0.68% active; GST-MCL1 / FITC-Bim-BH3 fluorescence polarization; Q07820; inhibition, % at 10.9 µM;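 active means inhibition above the mean inhibition of all tested compounds plus 3 SD, set per campaign, cut at about 40% in these data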;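 further: 0% = DMSO wells and 100% = unlabeled Bim-BH3 peptide control; higher means more loss of mP so more displacement of Bim peptide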
Target sequence (Q07820 whole entry, looked up): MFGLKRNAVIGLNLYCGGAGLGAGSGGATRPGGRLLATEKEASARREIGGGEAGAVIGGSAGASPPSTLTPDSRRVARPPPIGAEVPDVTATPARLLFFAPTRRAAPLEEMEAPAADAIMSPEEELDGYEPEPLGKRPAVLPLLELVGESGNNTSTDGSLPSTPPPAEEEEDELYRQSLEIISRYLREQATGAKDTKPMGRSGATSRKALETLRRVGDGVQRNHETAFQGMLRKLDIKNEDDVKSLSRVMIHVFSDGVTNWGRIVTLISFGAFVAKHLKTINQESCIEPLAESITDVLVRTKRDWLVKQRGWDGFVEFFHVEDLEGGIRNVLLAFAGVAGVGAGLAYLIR
* hit, by the source's call; · = no result given. An excerpt; count on the stated rates, not on these rows.

Fields – VLA-4 inh, GLD-1 TGE inh, Fam108B counter, GRK2 aptamer HTS, Efflux pump mplx, MEX-5 binding, PME-1 primary, BCLXL inh, MCL1-BIM inh
- CC(=O)NC1=NN(C(C)=O)C(c2ccccn2)S1 (stereo unspecified)
→ 2, -1, -2, 0, 0.0, 1.2, -6, 2, -1
- CCC(C(=O)NCc1ccccc1OC)c1ccccc1 (stereo unspecified)
→ 2, 2, 1, 2, 0.1, 1.6, -3, 5, 0
- COc1ccc(Nc2nnc(-c3ccc(C)cc3)c3ccccc23)cc1C(=O)N1CCCCC1
→ 5, -7, -4, 2, 0.2, 1.3, 14, 0, 0
- Fc1cccc(Cl)c1CNCCCSc1ncccn1
→ 7, -1, 2, 0, 0.3, -1.0, 6, -1, 5
- CC(C)CN(CCCNC(=O)CN1C(=O)COc2ccc(S(=O)(=O)N3CCC(C)CC3)cc21)CC(C)C
→ 4, 2, -5, 0, -0.1, 1.2, -1, 4, 7
- Cc1ccc(OCCN2C(=O)OC(C)(C)C2(C)O)cc1 (stereo unspecified)
→ 9, 3, 0, 1, 0.0, 2.2, -5, 9, 7
- O=C(C[n+]1cc(Br)cc(Br)c1)c1ccc(Cl)cc1
→ -3, -5, -1, 1, -0.2, 1.9, 0, 2, -5
- CN(C)C(=O)COC(=O)c1ccccc1Nc1ccc(SC(F)F)cc1
→ 5, 10, 4, 4, -0.1, -4.7, -4, -3, -4
- CCCNC(=O)c1noc2c1CCc1ccccc1-2
→ -10, 4, 1, 0, 0.0, -1.4, 5, 8, 12
- COc1ccc(/C=N/NC(=O)CNC(=O)c2ccc(S(=O)(=O)N3CCCC3)cc2)c(OC)c1
→ 7, -8, -4, 0, 0.0, 0.9, -4, 0, -4
- Cc1cc(C)n(C(=O)c2ccc(S(=O)(=O)N3CCCC3)cc2)n1
→ 18, 1, -2, 2, -0.4, -2.7, 2, 5, 6
- COc1nnc(-c2ccc(N3CCOCC3)c(NC(=O)C3CCCCC3)c2)c2ccccc12
→ -11, -1, 2, 4, 0.0, 0.4, 6, 4, -1
- COc1cccc(CNc2ncc(C(=O)Nc3cc(OC)c(OC)c(OC)c3)c(C)n2)c1
→ 14, -6, 0, 2, 0.3, -1.6, 0, 4, 3
- CCCn1c(SCCc2ccccc2)nc2c1c(=O)[nH]c(=O)n2C
→ -14, 4, 7, 0, 0.0, -1.1, 6, 3, 2
- Cc1ccc(C(=O)N2CCN(c3ccc(NC(=O)CSc4ccc(Cl)cc4)cc3)CC2)cc1
→ -3, 10, 4, 0, 8.0*, 0.1, 4, 3, 10
- COc1ccc(C(=O)NNC(=O)C2(C)CC2(Br)Br)cc1 (stereo unspecified)
→ -9, -2, -10, 0, 0.1, -0.4, -6, 2, -3
- O=C(CNCCC1=CCCCC1)Nc1ccccc1N1CCCCC1
→ 5, -1, 1, 0, 0.1, 2.5, 0, 2, 8
- COc1ccc(/C=N/NC(=S)NCCc2ccccc2)cc1
→ -8, 0, -3, 3, 0.0, -1.9, 6, 2, 3
- CC1(C)C(=O)Nc2ccccc2N1C(=O)COC(=O)c1cccnc1
→ 5, 8, ·, 6, 0.3, ·, -2, -1, 6
- COc1ccc(C(=O)N(CC2CCCO2)C(C(=O)NC2CCCC2)c2ccc(Cl)cc2)cc1OC (stereo unspecified)
→ -100, -1, -1, 4, -0.1, 0.6, -7, -4, -8
- O=C(O)c1ccc(F)c(S(=O)(=O)Nc2ccccc2Cl)c1
→ 6, 4, -4, 0, -0.1, 0.1, -2, 2, 3
- COc1cccc(-c2sc3ccc(OC)cc3c2-c2ccc(OCCN(C)C)cc2)c1
→ 51*, 10, ·, 0, 187*, ·, ·, ·, ·
- O=C(Nc1nnc(C2CC2)s1)c1cc(S(=O)(=O)N2CCN(c3ccccc3)CC2)ccc1Cl
→ -8, -4, -8, 2, 0.4, -0.3, -3, 1, -6
- Cc1ccc(C)c(Cn2nc(-c3ccccc3)ccc2=O)c1
→ 3, 2, -6, 4, 0.0, 1.8, 0, 3, 5
- CCCCCC(=O)Nc1ccc2ccccc2c1
→ 5, 7, -2, 1, 0.2, 0.6, 0, 3, 7
- Cc1cc(OCC(=O)NCc2ccncc2)c2c(C)cc(=O)oc2c1
→ 4, -3, 1, 1, 0.0, -1.7, 4, 7, 6
- O=C(OCc1nnc(-c2ccccc2)o1)c1cc(=O)c2ccccc2o1
→ 4, -5, 1, 3, -0.2, -2.8, -2, -2, -9
- Cc1csc(C(C#N)C(=O)c2cc3ccccc3o2)n1 (stereo unspecified)
→ 26, 3, 3, 0, -0.1, -8.3, 0, 6, 1
- COc1ccccc1N1C(=O)CSC1=NC(=O)c1ccccc1
→ -5, 4, -1, 1, 0.0, -0.4, 0, -1, -1

Taken from above.
`Cc1csc(C(C#N)C(=O)c2cc3ccccc3o2)n1` (stereo unspecified) – GLD-1 TGE inh = 3
`O=C(Nc1nnc(C2CC2)s1)c1cc(S(=O)(=O)N2CCN(c3ccccc3)CC2)ccc1Cl` – MCL1-BIM inh = -6
`COc1ccccc1N1C(=O)CSC1=NC(=O)c1ccccc1` – VLA-4 inh = -5
`COc1ccc(Nc2nnc(-c3ccc(C)cc3)c3ccccc23)cc1C(=O)N1CCCCC1` – MEX-5 binding = 1.3
`CCCn1c(SCCc2ccccc2)nc2c1c(=O)[nH]c(=O)n2C` – BCLXL inh = 3
`COc1ccc(C(=O)N(CC2CCCO2)C(C(=O)NC2CCCC2)c2ccc(Cl)cc2)cc1OC` (stereo unspecified) – PME-1 primary = -7

3 records drawn at random from the list so far:
Fields – VLA-4 inh, GLD-1 TGE inh, Fam108B counter, GRK2 aptamer HTS, Efflux pump mplx, MEX-5 binding, PME-1 primary, BCLXL inh, MCL1-BIM inh
- CC(C)CN(CCCNC(=O)CN1C(=O)COc2ccc(S(=O)(=O)N3CCC(C)CC3)cc21)CC(C)C
→ 4, 2, -5, 0, -0.1, 1.2, -1, 4, 7
- COc1ccccc1N1C(=O)CSC1=NC(=O)c1ccccc1
→ -5, 4, -1, 1, 0.0, -0.4, 0, -1, -1
- Cc1csc(C(C#N)C(=O)c2cc3ccccc3o2)n1 (stereo unspecified)
→ 26, 3, 3, 0, -0.1, -8.3, 0, 6, 1

Reformatted: results already given
Molecule	VLA-4 inh	GLD-1 TGE inh	Fam108B counter	GRK2 aptamer HTS	Efflux pump mplx	MEX-5 binding	PME-1 primary	BCLXL inh	MCL1-BIM inh
CCCn1c(SCCc2ccccc2)nc2c1c(=O)[nH]c(=O)n2C	-14	4	7	0	0.0	-1.1	6	3	2
Cc1ccc(C(=O)N2CCN(c3ccc(NC(=O)CSc4ccc(Cl)cc4)cc3)CC2)cc1	-3	10	4	0	8.0*	0.1	4	3	10
COc1ccc(C(=O)NNC(=O)C2(C)CC2(Br)Br)cc1 (stereo unspecified)	-9	-2	-10	0	0.1	-0.4	-6	2	-3
